RAD54 branch: inhibitors of human RAD54 branch migration. AID 602329. actives 0.14% (n = 360,000). inhibition, % at 10.4 µM. RAD54 Holliday junction branch migration, FAM/BHQ fluorescence. Q92698;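 active = mean normalized replicate activity at least 40 and at least half of replicates scoring 40 or more; inconclusive = only one of the two criteria met; inactive = mean below 40 and under half of replicates reaching 40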;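 note: 0% = median of neutral control wells and 100% = median of positive control wells; inhibitors cause a drop in the FAM fluorescence signal; in these data hits start at about 50%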
esBAF inh: SWI/SNF esBAF complex inhibition | mouse ES cells, Bmi1-luciferase knock-in reporter, 24 h; 100% = twice the neutral-well signal | reporter increase, % at 12.5 µM | actives 2% (n = 350,000) | AID 602393; in the data active = activation above about 40%; inconclusive = no clear call, values can overlap the other calls;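 note: 0% = median of the plate's neutral control wells and 100% = double that signal; a rise in the Bmi1 reporter signal indicates esBAF inhibition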
Xi reactivation: activators of X-chromosome reactivation in mouse fibroblasts; XiGFP mouse fibroblasts, % GFP-positive cells imaging, 3 d; cells co-treated with 5-aza-dC sensitizer; scaled so ellipticine positive control = 100%; activation, % at 7.58 µM; actives 0.055% (n = 360,000); AID 743238;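 active = mean normalized replicate activation at least 10% and every replicate at or above 10%; inconclusive = only one of the two criteria met; inactive = mean below 10% and not all replicates reach 10%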;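 note: 0% = median of on-plate neutral control wells and 100% = ellipticine 6 µM median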
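System: XiGFP fibroblasts, SV40-immortalized. Medium: DMEM plus 5-aza-dC sensitizer. Doses: single point. Timing: 3 d treatment, 15 min room-temperature fixation. Control set: ellipticine 6 µM.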
ERAP1 inh: ERAP1 (human) enzyme inhibition. Q9NZ08. recombinant ERAP1, Leu-AMC fluorescence, 60 min. inhibition, % at 10.7 µM. actives 0.15% (n = 340,000). AID 652197;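 active = mean replicate inhibition of at least 30%, or all replicates individually reaching that 30% level; inactive = mean below 30% and not every replicate reaching it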;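 note: 0% = neutral control wells and 100% = L-leucinethiol positive control wells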
E-sel inducer: E-selectin induction on HUVECs; P16581; HUVEC E-selectin immunofluorescence imaging; normalized: neutral wells 0, TNF-alpha wells 100; activation, % at 7.58 µM; actives 0.37% (n = 260,000);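 active = mean E-selectin-positive cell signal at least 10% of the positive control, reached in at least 60% of replicates, without over 20% cell loss; inconclusive = no rule given, readout overlaps actives, possibly toxicity-flagged; inactive = the rest, including those meeting only one limit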;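 note: in these data hits start at about 27%; measured in HUVEC primary endothelial cells; signal is the percent of cells scored E-selectin positive by PE staining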
Target sequence (P16581 whole entry, looked up): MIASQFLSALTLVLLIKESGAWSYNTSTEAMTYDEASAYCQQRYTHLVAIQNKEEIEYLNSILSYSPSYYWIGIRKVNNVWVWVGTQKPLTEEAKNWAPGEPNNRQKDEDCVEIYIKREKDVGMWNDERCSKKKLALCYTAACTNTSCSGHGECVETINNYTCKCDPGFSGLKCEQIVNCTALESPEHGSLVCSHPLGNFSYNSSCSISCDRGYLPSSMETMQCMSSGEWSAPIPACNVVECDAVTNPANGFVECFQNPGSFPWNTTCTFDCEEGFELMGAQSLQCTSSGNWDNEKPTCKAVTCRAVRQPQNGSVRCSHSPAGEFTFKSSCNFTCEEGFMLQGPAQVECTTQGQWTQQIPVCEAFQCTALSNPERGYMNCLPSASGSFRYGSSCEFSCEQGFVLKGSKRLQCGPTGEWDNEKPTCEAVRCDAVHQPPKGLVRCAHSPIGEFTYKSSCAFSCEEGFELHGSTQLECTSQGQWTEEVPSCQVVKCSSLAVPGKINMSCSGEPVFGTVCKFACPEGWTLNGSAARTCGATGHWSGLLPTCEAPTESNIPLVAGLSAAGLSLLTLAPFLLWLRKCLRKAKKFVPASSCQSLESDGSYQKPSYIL
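Material: HUVEC primary endothelial cells; Amount: 3,000 cells per well; Dosing: single concentration; Medium: EGM-2 growth medium on 0.1% gelatin-coated wells; Read-out basis: percent E-selectin-positive cells; Signal: immunofluorescence imaging; Control set: TNF-alpha, DMSO.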
ERp5 inh: blocks human ERp5 reductase activity on insulin; ERp5 insulin aggregation, absorbance 650 nm, 90 min; inhibition, % at 9.99 µM; actives 0.05% (n = 350,000);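 active = mean replicate inhibition above about 25%, with every replicate also reaching it, limit read from the data, passing the limit was not always enough; inconclusive = only one of those two criteria met; inactive = neither criterion met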
RAD52 anneal inh: inhibitors of human RAD52 DNA annealing | P43351 | recombinant RAD52 DNA annealing, FRET fluorescence | inhibition, % at 18.7 µM | actives 0.46% (n = 360,000) | AID 651710;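 active = every replicate showing at least 50% inhibition; inconclusive = mean inhibition at least 50% but not in every replicate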
Target sequence (P43351 whole entry, looked up): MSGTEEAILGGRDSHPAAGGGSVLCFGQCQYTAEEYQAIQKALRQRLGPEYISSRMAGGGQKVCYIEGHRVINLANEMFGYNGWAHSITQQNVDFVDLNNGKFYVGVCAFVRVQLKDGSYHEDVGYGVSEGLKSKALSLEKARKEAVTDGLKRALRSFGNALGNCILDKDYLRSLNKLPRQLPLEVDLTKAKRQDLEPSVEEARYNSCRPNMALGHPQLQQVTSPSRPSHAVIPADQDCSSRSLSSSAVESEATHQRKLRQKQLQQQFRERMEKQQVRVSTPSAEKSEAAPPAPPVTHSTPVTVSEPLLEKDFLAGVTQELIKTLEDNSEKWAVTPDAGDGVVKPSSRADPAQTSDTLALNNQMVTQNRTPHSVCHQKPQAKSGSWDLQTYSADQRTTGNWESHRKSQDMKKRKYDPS
S100A4 inh HTS: blocks human S100A4 binding to myosin IIA peptide; S100A4/TAMRA-MyoIIA peptide fluorescence polarization; actives 0.14% (n = 360,000); inhibition, % at 10.7 µM;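 active = mean inhibition of at least 70% across replicates, with every replicate also reaching that level; inconclusive = mean inhibition reaches 70% but some replicates fall short; inactive = mean inhibition below 70%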
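Material: human S100A4 monomer with TAMRA-labelled myosin IIA peptide; buffer or medium: HEPES pH 7.2 with CaCl2, KCl, NaCl, DTT, Triton; compound dosing: one concentration per compound; schedule: 5 min incubation before reading; benchmarks: neutral control DMSO, positive control TFP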
* = called active by the depositor; ? = inconclusive; / = not tested or not shown; & = joins results of further samples.

SMILES | RAD54 branch | esBAF inh | Xi reactivation | ERAP1 inh | E-sel inducer | ERp5 inh | RAD52 anneal inh | S100A4 inh HTS
O=c1ccc2ccc(Oc3ccc([N+](=O)[O-])cc3Cl)cc2o1 | / | / | -0.1 | 7 | 3.3 | 2 | -4 | -7
O=C(COC(=O)Cn1cnc2ccccc21)Nc1cccc2c1C(=O)c1ccccc1C2=O | / | / | 0.0 | 8 | / | 9 | -41 | 2
NC(=S)N/N=C1\CCOc2ccc(F)cc21 | / | / | 0.0 | / | / | 3 | -17 | 3
CN(C)/C=C(\C=O)c1ccc(Cl)cc1Cl | -11 | / | 0.4 | 2 | 1.7 | 3 | -1 | -1
Cc1nn(-c2ccccc2)nc1C(N)=O | 14 | -5 | 0.1 | -2 | 2.4 | -5 | 8 | 4
Cc1ccc(S(=O)(=O)N[C@H]2CC[C@H](CCNC(=O)Nc3ccc(Cl)cc3)O[C@H]2CO)cc1 | 7 | 13 | -0.4 | 0 | 0.3 | -2 | 6 | 1
COc1ccc(CN(C)CC(=O)Nc2ccc(SC(F)F)cc2)cc1OC | 1 | -2 | 0.0 | 1 | 0.0 | -3 | -14 | -1
Cc1ccc(C(=O)NCC(=O)OCC(=O)Nc2cc(S(=O)(=O)N3CCOCC3)ccc2C)cc1 | -6 | -3 | 0.0 | -1 | / | 1 | -12 | 12
C[C@H]1CCCCO[C@@H](CN(C)C(=O)Nc2ccc(C(F)(F)F)cc2)[C@@H](C)CN([C@@H](C)CO)C(=O)c2cc(NC(=O)c3ccncc3)ccc2O1 | 4 | -1 | 0.5 | -1 | 0.0 | 2 | -37 | -5
CCOc1ccccc1-n1c(C)nc2cc(C(=O)O)ccc21 | / | / | 0.6 | -1 | 2.0 | 2 | -21 | -2
COc1cc(NC(=O)c2ccc(Cl)cc2Cl)ccc1NC(=O)c1cccs1 | 2 | 19 | -0.3 | -3 | / | 9 | 0 | 2
O=C(Nc1cc(F)ccc1F)N1CCCCN2[C@@H](CO)[C@H](c3ccc(-c4ccccc4)cc3)[C@@H]2C1 | -10 | / | 0.1 | -2 | -0.3 | -3 | -12 | 19
CC1CCN(c2c(NCC3CCC(C(=O)NCc4ccccc4Cl)CC3)c(=O)c2=O)CC1 (configuration not stated) | -1 | 5 | 0.1 | 7 | -1.4 | 4 | -1 | -2
Cc1onc(-c2ccccc2Cl)c1C(=O)NC(=S)Nc1ccc(C(C)(C)C)cc1 | / | / | 0.1 | / | / | 1 | -7 | 3
COc1ccccc1NC(=O)c1ccc2nc(C)c(C)nc2c1 | 5 | 22 | 0.0 | -3 | -0.2 | 4 | -26 | 3
O=C(CCCN1C(=O)c2cccnc2C1=O)Nc1ccc(F)cc1Cl | -4 | -5 | 0.0 | 0 | / | 5 | 0 | 4
CCNC(=O)C[C@H]1CC[C@H]2[C@@H](COc3ccc(NC(=O)Cc4cccs4)cc3C(=O)N2C)O1 | 7 | 5 | -0.1 | -2 | 0.0 | -1 | 8 | 9
COc1ccc(N2CCN(C(=O)CCC(=O)N3CCOc4ccc(C)cc43)CC2)cc1 | -18 | -6 | -0.4 | 6 | / | -5 | -7 | 0
Cc1ccc(S(=O)(=O)N[C@@H]2CC[C@@H](CCn3cc(C4CCCC4)nn3)O[C@H]2CO)cc1 | / | / | 0.1 | -3 | -0.2 | -2 | -1 | -9
O=C(Cc1ccccc1F)Nc1ccccc1-c1ccccc1 | / | / | -0.1 | 4 | 1.3 | 1 | -6 | 0
COc1ccc(NC(=O)N2CC(=O)N3[C@@H](CO)[C@H](c4ccc(-c5ccccc5)cc4)[C@@H]3C2)cc1 | / | / | 0.3 | 0 | 0.4 | 2 | 1 | -10
C/C(COc1ccccc1)=N\NC(=O)c1nnn(-c2nonc2N)c1CSc1ccc(C)cc1 | -21 | -1 | 0.0 | 1 | 0.4 | 2 | -12 | -3
O=C(NCCNC(=O)c1ccc(-c2ccc(Cl)c(Cl)c2)o1)c1cnccn1 | 8 | -1 | 0.3 | -3 | -0.3 | 3 | -12 | -16
COc1ccc([C@H]2CC(=O)C=C(c3cccc4c3Oc3ccccc3S4)C2)cc1 | 9 | 1 | 0.0 | / | 0.1 | 3 | -42 | -8
O=C(N/N=C/c1ccco1)c1cccc(N2Cc3ccccc3C2)c1 | -1 | 6 | 0.0 | 1 | 0.1 | 0 | -35 | -3
CC(=O)N(Cc1nc2sc(C)c(C)c2c(=O)[nH]1)C1CCCC1 | / | / | 0.3 | 14 | -0.3 | -1 | -10 | -1
CC(=O)c1c(O)c2ccccc2n(C(C)C)c1=O | 1 | -3 | 0.1 | 1 | / | 2 | -11 | -7
O=C(Cn1c(C(=O)OCCO)cc2ccccc21)c1ccccc1 | 4 | -2 | -0.2 | 2 | / | 0 | -21 | 2
CCOc1ccc(C(=O)NCC(=O)NCC2CCCCC2)cc1OCC | -16 | -3 | 0.4 | -1 | 0.2 | -2 | -8 | -1
C[C@H](CO)N1C[C@H](C)[C@@H](CN(C)Cc2ccc(-c3ccccc3)cc2)Oc2c(NC(=O)c3ccncc3)cccc2C1=O | -2&4 | -4&10 | -0.1&0.0 | 6&-1 | -0.3&0.7 | 4&-2 | -16&-16 | -10&3
Cc1ccccc1NC(=O)Cc1nnc(N)s1 | 2 | 0 | -0.1 | 6 | -0.4 | -1 | -16 | 2
CCOc1ccc(Cn2c(=O)sc3ccccc32)cc1OC | 6 | 7 | -0.1 | 8 | -0.4 | 3 | -1 | 3
N#CC(c1ccncc1)(c1ncc(C(F)(F)F)cc1Cl)N1CCOCC1 (configuration not stated) | 3 | -1 | 0.0 | 6 | / | 8 | -23 | -3
COc1cc(OC)cc(C(=O)NNC(=S)Nc2ccc(S(N)(=O)=O)cc2)c1 | 14 | 7 | 0.3 | 11 | / | -1 | -9 | -1
Cc1cc(C)cc(NC(=O)CSc2nc3c(oc4ccccc43)c(=O)n2-c2ccccc2)c1 | 10 | 2 | 0.2 | -1 | 0.1 | -7 | -7 | -8
O=C(CCc1nnc2ccc(N3CCC4(CC3)OCCO4)nn12)Nc1cc(F)ccc1F | 2 | 7 | 0.4 | -7 | / | -17 | 1 | -4
Cn1cc(Br)c(C(=O)n2cc(Br)cn2)n1 | / | / | 0.0 | 0 | 13 | -2 | -4 | 1
Cc1nonc1NC(=O)CSc1nc2ccccc2cc1C#N | / | 36 | 0.0 | / | -0.7 | 0 | -136 | 2
COc1ccc(OC)c(NC(=O)CNC(=O)c2ccc([N+](=O)[O-])cc2)c1 | / | / | -0.2 | / | -0.2 | 2 | -11 | 1
CN1CCN(C(=O)C[C@@H]2C[C@H]3c4cc(NC(=O)Nc5ccc(C(F)(F)F)cc5)ccc4O[C@H]3[C@@H](CO)O2)CC1 | 4 | -2 | -0.1 | 1 | -0.2 | 1 | 34 | -2
CCn1c(=O)c2c(nc3n2CCCN3CCc2ccc(OC)c(OC)c2)n(C)c1=O | -4 | 0 | -0.1 | -2 | 0.3 | 4 | -3 | -4
CCC(=O)N1[C@H](CO)[C@@H](c2ccc(-c3cccnc3)cc2)[C@@H]1CN(CC)C(C)=O | -4 | 5 | 0.0 | 0 | 0.4 | 4 | -9 | 17
C=C1CC2C(CCC3(C)C2CCC3(O)C(C)=O)C2(C)CCC(=O)C=C12 (configuration not stated) | -8 | 13 | 0.0 | -2 | -0.2 | -3 | 0 | 9
COc1cccc(C(=O)OCC(=O)c2[nH]c(C)c(C(C)=O)c2C)c1 | -4 | 9 | 0.0 | -1 | / | 27* | -2 | 2
CO[C@H]1CN(C)C(=O)c2cc(NC(=O)NC(C)C)ccc2OC[C@@H](C)N(CC2CC2)C[C@H]1C | -4 | -3 | 0.0 | -3 | 0.5 | 1 | -2 | 11
COc1cccc(/C=C2\Oc3cc(OCC(=O)N4CCCCC4)ccc3C2=O)c1OC | 8 | 10 | 0.0 | 1 | / | 1 | -18 | 10
CCOC(=O)C(=O)N/N=C/c1ccc(F)cc1 | 7 | 13 | -0.1 | 5 | 2.8 | -2 | -6 | 3
O=C1OCC2=C1C(c1ccccc1)CC(=O)N2c1ccccc1 (configuration not stated) | / | / | 0.0 | 1 | / | 4 | -17 | 1
CCOc1ccc(CCNC(=O)CCC(=O)N2CCOc3ccc(C)cc32)cc1OCC | 5 | -1 | 0.0 | 1 | / | 1 | -5 | -2
O=C(C[C@H]1C/C=C\CCC(=O)O[C@@H](c2ccccc2)CNC1=O)NCCO | 5 | -3 | 0.1 | -2 | 0.0 | -3 | -9 | 8
NC(=O)C1CCN(C2CC(=O)NC2=O)CC1 (configuration not stated) | 5 | -12 | -0.1 | 1 | / | -12 | -14 | -5
O=C(Nc1ccc(S(=O)(=O)Nc2cnc3ccccc3n2)cc1)c1cccc(OC(F)F)c1 | -29 | -3 | 0.0 | 13 | 0.2 | 3 | -14 | -21
CC(C)C#Cc1ccc([C@@H]2[C@@H](CO)N3C(=O)CN(C(=O)c4ccc5c(c4)OCO5)C[C@H]23)cc1 | / | / | ? | -2 | 0.4 | 0 | 1 | 12
CNC(=O)C1=C[C@@H](c2ccc(OC)cc2)C[C@@H](OCCCCO)O1 | -6 | / | / | -5 | / | -2 | 1 | -57
C[C@H]1CCCCO[C@H](CN(C)S(=O)(=O)c2ccc(Cl)cc2)[C@@H](C)CN([C@@H](C)CO)C(=O)c2cc(NC(=O)Nc3ccc(F)cc3)ccc2O1 | 0 | 0 | 0.3 | -2 | / | -10 | 39 | -1
CC(=O)OC1CC(C)N(C(=O)c2ccccc2)c2ccc(C)cc21 (configuration not stated) | -14 | -4 | / | 0 | / | 2 | -5 | -5
CCOc1cccc(CN2CCCC(CCC(=O)NCc3ccccc3F)C2)c1O (configuration not stated) | -3 | / | 0.2 | -1 | -0.9 | 4 | 2 | -6
CC(C)NC(=O)Nc1ccc2c(c1)C(=O)N([C@H](C)CO)C[C@@H](C)[C@H](CN(C)Cc1ccncc1)O2 | 4 | -3 | -0.8 | -1 | / | -2 | 2 | 4
CC=Cc1ccc2n(c1=O)C[C@@H]1[C@@H](CO)[C@H](C(=O)NC3CCCC3)N(CCC)[C@H]21 (mixture of isomers) | / | / | 0.0 | 2 | 0.2 | -9 | -6 | 20
Cc1cc(N2C(=O)Cc3ccccc3C2=O)ccc1C(C)C | -10 | 11 | 0.1 | 2 | -0.1 | 7 | -15 | -6

Continued:
SMILES | RAD54 branch | esBAF inh | Xi reactivation | ERAP1 inh | E-sel inducer | ERp5 inh | RAD52 anneal inh | S100A4 inh HTS
CN(CCC1CCOCC1)C(=O)CC1C(=O)NCCN1C/C=C/c1ccccc1 (configuration not stated) | / | / | -0.2 | -2 | 0.0 | 1 | -6 | 1
Cc1ccc2c(c1)S/C(=C/c1ccc[n+](C)c1)N2CCO | / | / | 0.1 | 52* | 3.7 | 3 | -11 | 2
CSc1nc(N)c2c3c(sc2n1)CN(C)CC3 | 24 | 4 | 0.0 | 1 | -0.1 | -5 | 16 | -3
Cc1ccc(Oc2nc3c(C)cccn3c(=O)c2/C=C(\C#N)C(N)=O)cc1 | -3 | / | 0.0 | -112 | 0.0 | -3 | -21 | -3
CCN(CC)CCC(=O)NN | / | / | 0.4 | 0 | -0.6 | -6 | 0 | 2
